# Screens deposited in PubChem by Vanderbilt High Throughput Screening Facility.
# AMPAR-TARP mod: modulates AMPAR-stargazin complexes; O88602+P19491; HEK293 GluA2+stargazin, membrane potential dye (FDSS), glutamate EC50; hits were called plate by plate, in both directions; calls only at 30 µM; actives 3.5% (n = 40,000); AID 1259245;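 active means any of four per-well response measures lying three or more SD from its plate-wide compound average, in either direction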
# Target sequence (O88602 whole entry, looked up): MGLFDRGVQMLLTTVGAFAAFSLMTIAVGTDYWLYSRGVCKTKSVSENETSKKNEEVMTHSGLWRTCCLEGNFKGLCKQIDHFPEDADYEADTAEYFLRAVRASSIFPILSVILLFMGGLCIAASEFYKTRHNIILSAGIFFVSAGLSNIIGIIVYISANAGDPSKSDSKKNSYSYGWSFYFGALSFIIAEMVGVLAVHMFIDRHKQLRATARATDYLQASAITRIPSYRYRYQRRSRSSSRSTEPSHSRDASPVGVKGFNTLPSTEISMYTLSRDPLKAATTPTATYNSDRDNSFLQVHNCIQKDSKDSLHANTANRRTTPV
# Target sequence (P19491 whole entry, looked up): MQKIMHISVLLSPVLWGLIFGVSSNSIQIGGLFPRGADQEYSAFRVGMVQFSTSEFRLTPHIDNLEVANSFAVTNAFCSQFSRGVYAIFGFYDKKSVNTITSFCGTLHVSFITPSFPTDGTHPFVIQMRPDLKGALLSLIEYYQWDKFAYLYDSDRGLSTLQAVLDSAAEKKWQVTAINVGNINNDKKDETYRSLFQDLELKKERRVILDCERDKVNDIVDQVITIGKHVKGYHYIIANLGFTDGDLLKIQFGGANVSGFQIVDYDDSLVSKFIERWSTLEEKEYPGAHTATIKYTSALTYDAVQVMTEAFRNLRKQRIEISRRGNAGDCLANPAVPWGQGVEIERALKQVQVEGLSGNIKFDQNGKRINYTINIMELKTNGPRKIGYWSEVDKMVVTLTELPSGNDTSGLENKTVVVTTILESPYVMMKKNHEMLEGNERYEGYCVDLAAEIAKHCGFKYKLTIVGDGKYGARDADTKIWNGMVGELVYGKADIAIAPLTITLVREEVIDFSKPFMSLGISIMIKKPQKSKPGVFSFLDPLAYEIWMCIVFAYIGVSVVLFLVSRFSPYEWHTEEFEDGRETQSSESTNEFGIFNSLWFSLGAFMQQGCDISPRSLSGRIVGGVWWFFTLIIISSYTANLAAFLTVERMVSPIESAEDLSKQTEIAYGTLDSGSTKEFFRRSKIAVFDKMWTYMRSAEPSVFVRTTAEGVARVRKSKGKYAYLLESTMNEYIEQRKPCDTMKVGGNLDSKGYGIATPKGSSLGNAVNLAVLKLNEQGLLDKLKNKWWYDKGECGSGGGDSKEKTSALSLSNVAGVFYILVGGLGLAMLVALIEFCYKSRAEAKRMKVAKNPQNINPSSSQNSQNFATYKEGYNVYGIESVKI
# AMPAR-TARP mod agonism max-min: recorded beside AMPAR-TARP mod, whose call it bears; compound max-min signal; compound-alone response (agonism);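 unitless range of fluorescence divided by baseline over first 100 seconds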
# AMPAR-TARP mod glutamate slope: recorded beside AMPAR-TARP mod, whose call it bears; glutamate slope, % of max; measured here: glutamate response slope, % max;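 scaled per plate between vehicle wells and maximal 1 mM glutamate control wells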
# Active calls of the source: *; i = inactive; + = active, no number; & = joins results of further samples.
Molecule | AMPAR-TARP mod | AMPAR-TARP mod agonism max-min | AMPAR-TARP mod glutamate slope
CCOCC(=O)NCCc1ccsc1 | i | 0.02 | 37
O=C(C(=O)N1CCN(c2ncnc3c2nnn3-c2ccccc2)CC1)c1c[nH]c2ccccc12 | i | 0.035 | 45
COc1ccc(Cl)cc1C(=O)NCC(O)(c1cccs1)C1CC1 (stereo not drawn) | + | 0.06* | 73*
CC(C)c1cc(=O)n(CC(=O)NCCC(c2ccccc2)c2ccccc2)cn1 | i | 0.11 | 60
COCCN1CCC(NC(=O)c2ccccn2)CC1 | i | 0.063 | 58
CSc1cccc(NC(=O)C(=O)NCC2CCN(C(C)C)CC2)c1 | i | 0.086 | 62
Cc1cc(C)c(C(=O)NCCCN2CCOC(c3ccccc3)C2)c(C)c1 (stereo not drawn) | i | 0.043 | 41
O=C(CSc1ccc([N+](=O)[O-])cc1[N+](=O)[O-])N1CCOCC1 | i | 0.08 | 48
Cc1nn(C2CCS(=O)(=O)C2)c(C)c1CC(=O)Nc1nc(-c2ccco2)cs1 (stereo not drawn) | i | 0.12 | 47
COc1cc(NC(=O)C2(c3ccccc3)CCOCC2)c2ncccc2c1 | i | 0.084 | 70
CCc1cc2c(N3CCN(c4nc(C)cc(C)n4)CC3)ncnc2s1 | i | 0.057 | 61
COc1ccc(S(=O)(=O)N2CCCCC2CC(=O)NCc2ccc(Cl)cc2)cc1 (stereo not drawn) | i | 0.048 | 77
CCOC(=O)N1CCN(C(=O)c2ccc(N3C(=O)C4CCCCC4C3=O)cc2)CC1 (stereo not drawn) | i | 0.093&0.045 | 49&116
COc1ccc(NC(=O)c2cccc3ccccc23)cc1N1CCCCC1=O | i | 0.042 | 48
Cc1csc(-c2cc3ccc(OC(=O)c4ccccc4Cl)cc3oc2=O)n1 | i | 0.031 | 47
CC1CN(CC(O)COC2CCCC2C)CC(C)O1 (stereo not drawn) | i | 0.072 | 56
COc1ccc(C)cc1S(=O)(=O)Nc1ccc2c(c1)N(C(=O)C1CCCC1)CC2 | i | 0.067 | 51
CC(C)C12C=CC(C)(CC1)C1C(=O)N(c3ccc(F)cc3)C(=O)C12 (stereo not drawn) | i | 0.11 | 58
C=CCNC(=O)C(=O)Nc1ccccc1SC | i | 0.077 | 74
Cc1ccc(CC(=O)Nc2nnc(-c3ccccn3)o2)c(C)c1 | i | 0.14 | 87
O=C(NCc1ccccc1Cl)C(=O)NCC1COC2(CCCC2)O1 (stereo not drawn) | i | 0.034 | 37
CC(C)(C)CC(=O)NCC1COC2(CCCCC2)O1 (stereo not drawn) | i | 0.072 | 91
COc1ccc(-c2cc(CC(=O)NCc3cccs3)no2)cc1 | i | 0.046 | 43
Cc1ccc(Oc2ccc(NC(=O)C(CC(C)C)N3C(=O)c4ccccc4C3=O)cc2)cc1 (stereo not drawn) | i | 0.086 | 34
Cc1ccc(S(=O)(=O)Nc2ccccc2C)cc1 | i | 0.12 | 51
Cc1cccc(NC(=O)Cn2nc(C(=O)N3CCN(C)CC3)cc2C)c1C | i | 0.093 | 66
Cc1ccc(-n2nc3c(c2NC(=O)C(=O)NCc2ccccn2)CSC3)c(C)c1 | i | 0.046 | 60
O=C(Nc1ccc(S(=O)(=O)N2CCN(c3cnccn3)CC2)cc1)c1ccc(-c2ccccc2)cc1 | i | 0.094 | 63
Cc1cc(S(=O)(=O)N2CCCCCC2)ccc1F | i | 0.054 | 65
O=C(NCCC(O)c1cccs1)C1c2ccccc2Oc2ccccc21 (stereo not drawn) | i | 0.031 | 61
COc1cc2cc(CNc3ccc(C)cc3)c(=O)n(CC(=O)Nc3ccccc3C)c2cc1OC | i | 0.12 | 60
CCS(=O)(=O)N1CCCc2cc(NC(=O)CCS(=O)(=O)c3ccccc3)ccc21 | i | 0.1 | 64
COC(=O)c1sc(S(=O)(=O)N2CCC(C)CC2)c(C(=O)OC)c1C | i | 0.054 | 30
Cc1ccc(S(=O)(=O)N2CCOC23CCN(C(=O)NCc2cccs2)CC3)cc1 | i | 0.035 | 46
Cc1nnc(-c2ccc(NC(=O)c3ccc(OC(C)C)cc3)cc2)o1 | i | 0.083 | 56
O=C(Nc1ccc(N2CCCCC2=O)cc1)c1cc(Cl)ccc1[N+](=O)[O-] | i | 0.095 | 47
COc1ccccc1C(=O)Nc1nc2ncccc2cc1-c1ccccc1 | i | 0.17 | 56
COCCCNC(=O)C(=O)Nc1c(C(N)=O)oc2ccccc12 | i | 0.11 | 52
CN(C)C(CNC(=O)c1ccc(Br)o1)c1ccco1 (stereo not drawn) | i | 0.067 | 47
COc1ncccc1C(=O)Nc1ccc2cn[nH]c2c1 | i | 0.17 | 69
CCS(=O)(=O)c1cccc(C(=O)N(CCN2CCOCC2)c2nc3ccc(OC)cc3s2)c1 | i | 0.053 | 36
O=C(Cn1nc(C(=O)N2CCOCC2)cc1C1CC1)NCCCN1CCCC1=O | i | 0.087 | 67
Cc1ccc(-n2ccnc2N2CCN(C(=O)c3cc(=O)c4ccccc4o3)CC2)cc1 | i | 0.033 | 40
CC(=O)c1cccc(S(=O)(=O)N(CCc2ccccc2)Cc2ccccn2)c1 | i | 0.16 | 33
Cc1ccc(S(=O)(=O)N2CCC(C(=O)Nc3nc(-c4ccc(Cl)cc4)cs3)CC2)cc1 | i | 0.056 | 47
CC(=O)c1ccc(NC(=O)c2nnn(-c3ccccc3C)c2N)cc1 | i | 0.1 | 53
COc1ccc(OC)c(S(=O)(=O)Nc2ccc3c(c2)CCCN3S(=O)(=O)c2ccccc2)c1 | i | 0.1 | 57
Cc1ccc(Cl)cc1N1CCN(CC(O)COc2ccccc2)CC1 (stereo not drawn) | i | 0.068 | 57
O=C(c1ccco1)N1CCN(C(=O)C2(c3cccs3)CCOCC2)CC1 | i | 0.061 | 58
CC1CC(C)CN(S(=O)(=O)c2ccc(N)cc2)C1 (stereo not drawn) | i | 0.04 | 53
Cc1cc(C)cc(OCCNC(=O)C(C)Oc2ccccc2F)c1 (stereo not drawn) | i | 0.068 | 63
Cc1nn(C2CCS(=O)(=O)C2)c2nc(-c3cccs3)cc(C(=O)N3CCOCC3)c12 (stereo not drawn) | i | 0.11 | 55
Cc1ccc(-c2cc3c(=O)n(Cc4nc(-c5ccccc5)no4)ccn3n2)cc1C | i | 0.13 | 65
CC1CCN(C(=O)c2cc(NC(=O)c3ccc(Cl)cc3)c(=O)n(C)c2)CC1 | i | 0.082 | 63
O=C1CC(c2nc(-c3ccc4c(c3)OCO4)no2)CN1c1ccc2c(c1)OCO2 (stereo not drawn) | i | 0.12 | 57
Cc1ccc(S(=O)(=O)N(C)c2c(C)ccc(S(=O)(=O)NCCC(=O)O)c2C)cc1 | i | 0.049 | 33
Cc1nc2sc(C(c3ccccc3F)N3CC(C)CC(C)C3)c(O)n2n1 (stereo not drawn) | i | 0.05 | 52
O=C(CSc1nc2ccc(N3CCOCC3)cc2c(=O)n1Cc1ccccc1)c1ccc(F)cc1 | i | 0.093 | 81
COc1ccc(Br)c(C(=O)Nc2cccc(-c3cnc4n3CCC4)c2)c1 | i | 0.12 | 56
CC(C)c1ccc(NC(=O)C(=O)NCC2CCN(C)CC2)cc1 | i | 0.051 | 62

# The listing continues.
Molecule | AMPAR-TARP mod | AMPAR-TARP mod agonism max-min | AMPAR-TARP mod glutamate slope
CSc1cccc(NC(=O)N2CCN(c3cc(-n4nc(C)cc4C)nc(C)n3)CC2)c1 | i | 0.1 | 63
O=C(COc1cccc2ccc(N3CCOCC3)nc12)NCC1CCCO1 (stereo not drawn) | i | 0.037 | 49
O=C(CSc1nccn2nc(-c3ccccc3)cc12)NCCc1ccccc1 | i | 0.12 | 47
O=C(COc1ccccc1)N1CCN(c2ccc(-c3ccncc3)nn2)CC1 | i | 0.079 | 33
COC(=O)C1CCN(C(=O)CCc2csc(NS(=O)(=O)c3ccc(OC)cc3)n2)CC1 | i | 0.095 | 62
Cn1nc(NC(=O)c2cc(=O)c3ccccc3o2)c2c1NC(=O)CC2c1ccco1 (stereo not drawn) | i | 0.12 | 61
COc1ccc(S(=O)(=O)NCc2nnnn2-c2ccc(F)cc2)cc1 | + | 0.11* | 39*
COc1cccc2cc(C(=O)NCC3CCN(C(=O)NC(C)(C)C)CC3)oc12 | i | 0.064 | 46
COCC(=O)Nc1ccc(CC(=O)N2CCCC2)cc1 | i | 0.046 | 33
CC1CCc2nc(NC(=O)C3COc4ccccc4O3)sc2C1 (stereo not drawn) | i | 0.073 | 52
CCC(=O)Nc1ccc(Cl)c(NC(=O)Cc2ccccc2)c1 | i | 0.066 | 21
CC(=O)Oc1ccc(/C=C/c2ccc3cccc(OCc4ccccc4Cl)c3n2)cc1 | i | 0.068 | 2
O=S(=O)(NCC#CCN1CCCCC1)c1ccc2ccccc2c1 | + | 0.13* | 42*
COc1cccc(-c2cc(CC(=O)Nc3ccc(OC)cc3OC)no2)c1 | i | 0.11 | 42
O=S(=O)(NCC1CCN(S(=O)(=O)C2CC2)CC1)c1cccnc1 | i | 0.07 | 44
COc1cc(Cl)c(C)cc1NC(=O)Cn1cnc2c(-c3ccc(C)cc3)csc2c1=O | i | 0.092 | 54
CC(=O)N1CCN(S(=O)(=O)CCCOc2ccc(F)cc2)CC1 | i | 0.074 | 68
O=C(CN(Cc1ccc(Cl)cc1)S(=O)(=O)c1cccnc1)N1CCc2ccccc21 | i | 0.11 | 59
O=C(Nc1nc(CC(=O)N2CCN(c3ncccn3)CC2)cs1)c1ccc[nH]c1=O | i | 0.066 | 43
O=C(NCc1nc2ccccc2[nH]1)C1CN(c2nc3c(C(F)(F)F)cccc3s2)C1 | i | 0.12 | 60
COc1cccc(N2C(=O)c3cccc4c(N5CCCCCC5)ccc(c34)C2=O)c1 | i | 0.11 | 37
O=C(/C=C/c1cccs1)Nc1ccc(CC(=O)N2CCC(O)CC2)cc1 | i | 0.033 | 28
CCc1ccccc1-n1c(-c2ccccc2)cn2c3c(=O)n(CC(=O)OC)c(=O)n(C)c3nc12 | i | 0.091 | 66
C#CC1(OCC(O)CN2CCC(C)CC2)CCCCC1 (stereo not drawn) | i | 0.053 | 53
Cc1noc(C)c1S(=O)(=O)NCC1CCN(C(=O)Oc2ccccc2)CC1 | i | 0.11 | 60
Cc1c(C)n2c3c(=O)n(CC(=O)C(C)(C)C)c(=O)n(C)c3nc2n1-c1ccccc1F | i | 0.047 | 22
COc1ccc(NC(=O)COc2ccccc2)cc1N1CCCC1=O | i | 0.082 | -1
CON(C)C(=O)C1CN(C(=O)c2cc(C)on2)C1 | i | 0.096 | 53
CC(=O)Nc1ccc(N2C(=O)/C(=C/c3ccc(O)cc3)SC2=S)cc1 | i | 0.1 | 66
COc1ccc(CCNS(=O)(=O)c2c(N)n(C)c(=O)n(C)c2=O)cc1OC | i | 0.056 | 50
CC(C)N1CCc2c(sc(NC(=O)c3ccc([N+](=O)[O-])cc3)c2-c2nc3ccccc3s2)C1 | + | 0.12* | 92*
O=S(=O)(c1ccccc1F)N1CCC(c2ccccc2)C1 (stereo not drawn) | i | 0.043 | 73
Cn1nnc2c(=O)n(Cc3ccc(Cl)cc3Cl)cnc21 | i | 0.084 | 51
O=C(CSc1ccc([N+](=O)[O-])cc1[N+](=O)[O-])Nc1cccc(C(F)(F)F)c1 | + | 0.14* | 41*
CC(C)(C)C(=O)NCc1cccc(Oc2ccc(F)cc2)c1 | i | 0.061 | 63
COc1ccc(-c2nnc3ccc(OCCNC(=O)COc4ccc(C)c(C)c4)nn23)cc1 | i | 0.099 | 60
Cc1cc(=O)[nH]c(-n2nc(C3CC3)cc2NC(=O)COc2ccc(C(C)C)cc2)n1 | i | 0.066 | 63
Cc1ccc(C)c(Cn2nc3ccc(S(=O)(=O)N4CCOCC4)cn3c2=O)c1 | i | 0.1 | 33
COc1ccccc1NC(=O)c1cc2c(n(-c3ccc(Cl)cc3)c1=O)CC(C)(C)CC2=O | i | 0.038 | 55
Cc1ccc([N+](=O)[O-])cc1NC(=O)C(=O)NCc1cccnc1 | i | 0.16 | 70
COc1ccc(C(=O)NC(C)C23CC4CC(CC(C4)C2)C3)cc1 (stereo not drawn) | i | 0.1 | 54
O=C(c1cccs1)N1CCN(Cc2nc3ccccc3[nH]2)CC1 | i | 0.12 | 63
O=C(Cc1ccccc1Cl)Nc1nnc(-c2ccc(Br)o2)o1 | i | 0.11 | 65
COc1cc(C(=O)Nc2cccc(N3CCCCC3=O)c2)cc(OC)c1OC | i | 0.088 | 53
CC(=O)c1cccc(NC(=O)CSc2nc(=O)n(CC3CCCO3)c3c2CCC3)c1 (stereo not drawn) | i | 0.093 | 49
O=C(CCn1nnc2ccccc2c1=O)N1CCN(C2CCCCC2)CC1 | i | 0.16 | 78
CCc1ccccc1-n1nnnc1SCC(=O)Nc1cccc(OC)c1 | i | 0.082&0.045 | 45&94

# A portion of the library; count on the stated rates, not on these rows.
